Epigenetic derep: Quantitative High-Throughput Screen for Regulators of Epigenetic Control | 280,000 compounds, 0.2% hits | murine LDR cells, GFP reporter derepression, 30 h | Potency, µM (highest dose often 53.9 µM), inactives show at the highest dose GFP activation, hits mostly activators; further: % of control where 0% means no effect; nearly all actives have a fitted effect of over 60% in size
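Murine LDR cells carrying a silenced, genomically integrated CMV-driven GFP reporter were exposed to compound for 30 hours at 37 C. After PBS washes, GFP-positive cells (20–120 um objects) were counted by laser-scanning microplate cytometry.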
Tau fluor counter: Counterscreen qHTS for Inhibitors of Tau Fibril Formation, Fluorescence Polarization; tau K18 P301L Alexa594 fluorescence, heparin fibrillization; Potency, µM (top dose mostly 57.7 µM), without a hit: top-dose activity change, negative = decrease; 280,000 compounds, 0.93% hits; further: on the % scale 0 is the no-effect control and ±100 the full control effect; nearly all actives have a fitted effect of over 55% in size
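Human tau K18 P301L (15 uM unlabeled, 0.24 uM Alexa 594-labeled) in 100 mM sodium acetate pH 7 with 20 uM heparin, 6 hr at 37 C. ThT 30 uM added, 1 hr ambient; Alexa 594 FP and total fluorescence read at 555/632 nm.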
NPSR antag: qHTS Assay for Antagonists of the Neuropeptide S Receptor: cAMP Signal Transduction. Q6W5P4. CHO-NPSR cells, cAMP TR-FRET, antagonist mode. Potency, µM (highest dose often 38.3 µM), inactives show at the top dose activity change, negative = inhibition, most hits filed as inhibitors. 220,000 compounds, 1% hits; further: on the % scale 0 is the no-effect control and ±100 the full control effect; nearly all actives have a fitted effect of over 50% in size; many of its hits are not listed in these tables
Target sequence (Q6W5P4 whole entry, looked up): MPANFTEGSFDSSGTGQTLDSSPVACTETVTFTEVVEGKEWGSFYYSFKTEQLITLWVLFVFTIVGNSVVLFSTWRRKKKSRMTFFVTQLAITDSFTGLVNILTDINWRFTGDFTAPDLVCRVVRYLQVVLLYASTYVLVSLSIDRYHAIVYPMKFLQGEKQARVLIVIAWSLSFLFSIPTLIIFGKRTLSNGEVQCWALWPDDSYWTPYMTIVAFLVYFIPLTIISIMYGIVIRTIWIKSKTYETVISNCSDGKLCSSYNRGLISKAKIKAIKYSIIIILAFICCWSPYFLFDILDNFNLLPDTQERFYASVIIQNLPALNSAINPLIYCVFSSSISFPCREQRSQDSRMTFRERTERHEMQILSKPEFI
GAA inhib: qHTS Assay for Inhibitors of Human alpha-Glucosidase as a Potential Chaperone Treatment of Pompe Disease | Lysosomal alpha-glucosidase (Homo sapiens), P10253 | purified human GAA, 4-MU-alpha-glucoside fluorescence | Potency, µM (titrated, usually from 76.9 µM), without a hit: at the top dose activity change, negative = inhibition, most hits filed as inhibitors | 200,000 compounds, 0.005% hits | AID 1466, 2008;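 further: plate controls were uninhibited enzyme wells for no effect and no-enzyme background for full effect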
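Enzyme (4 nM final) mixed with compound (up to 77 uM), then 4-MU-alpha-D-pyranoside (400 uM final) added; 20 min at room temperature, pH 5.0. Reaction stopped at pH 10, fluorescence read, AC50 derived by Hill fit.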
aGlu spleen mod: qHTS Assay for Inhibitors and Activators of Human alpha-Glucosidase From Spleen Homogenate; human spleen homogenate, 4-MU-alpha-glucoside fluorescence; Lysosomal alpha-glucosidase (Homo sapiens), P10253; 240,000 compounds, 0.006% hits; AID 2112, 2009; Potency, µM (top dose mostly 79.9 µM), for the others: at the highest dose activity change, negative = inhibition, hits mostly inhibitors;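 further: 0% = enzyme with vehicle and -100% = no enzyme basal signal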
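Enzyme source: human spleen homogenate, 1 ug/well. Buffer 50 mM citric acid/K phosphate pH 5.0, 0.01% Tween-20. 4-MU-alpha-glucoside 1 mM; 37 C x 40 min; NaOH/glycine stop; fluorescence.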
ALDH1A1 block: qHTS Assay for Inhibitors of Aldehyde Dehydrogenase 1 (ALDH1A1); 220,000 compounds, 7.3% hits; Purified ALDH1A1, NADH fluorescence, propionaldehyde substrate; Potency, µM (top dose mostly 75.3 µM), for inactives: at the top dose activity, negative = inhibition, usual class: inhibitors; active means well fitted inhibition curve with a large enough effect, not every such curve was filed as active; inconclusive means small, poorly fitted or top-dose-only effect, or another doubt; inactive means no such curve, though single readings can be large or run the other way;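 further: plate controls were no enzyme wells and a reference inhibitor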
Target sequence (P00352 whole entry, looked up): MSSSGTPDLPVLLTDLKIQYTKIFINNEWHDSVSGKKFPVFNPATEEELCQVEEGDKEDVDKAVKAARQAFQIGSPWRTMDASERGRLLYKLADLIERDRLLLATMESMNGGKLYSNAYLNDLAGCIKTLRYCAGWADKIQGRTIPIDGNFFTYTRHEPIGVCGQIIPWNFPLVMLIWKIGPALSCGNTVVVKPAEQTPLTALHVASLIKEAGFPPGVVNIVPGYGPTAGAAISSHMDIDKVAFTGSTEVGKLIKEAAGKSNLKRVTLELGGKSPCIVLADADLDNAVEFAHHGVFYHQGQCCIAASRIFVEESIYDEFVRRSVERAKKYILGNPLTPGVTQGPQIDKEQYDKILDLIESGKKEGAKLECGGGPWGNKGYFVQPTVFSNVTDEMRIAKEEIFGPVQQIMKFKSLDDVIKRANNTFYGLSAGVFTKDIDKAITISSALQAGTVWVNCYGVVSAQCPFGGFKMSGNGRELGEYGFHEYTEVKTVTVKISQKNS
aGal spleen mod: qHTS Assay for Inhibitors and Activators of Human alpha-Galactosidase From Spleen Homogenate; Alpha-galactosidase A (Homo sapiens), P06280; human spleen homogenate, 4MU-alpha-Gal fluorescence, 40 min; Potency, µM (titrated, usually from 80 µM), without a hit: top-dose activity change, negative = inhibition, actives largely listed as inhibitors; 240,000 compounds, 0.008% hits; AID 2107, 2009;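 further: 0% = enzyme with vehicle and -100% = no enzyme basal signal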
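Fluorogenic readout (Ex 365/Em 440 nm) of 4-methylumbelliferone released from 1 mM 4-MU-alpha-galactoside by spleen homogenate, 40 min at 37C, pH 5.0. Data normalized to no-enzyme and enzyme controls; Hill-equation AC50 from compound titrations.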
GAA glycogen mod: qHTS Assay for Inhibitors and Activators of Human alpha-Glucosidase Cleavage of Glycogen; 300,000 compounds, 0.38% hits; Potency, µM (top dose mostly 76.4 µM), inactives show at the top dose activity change, negative = inhibition, actives largely listed as inhibitors; Lysosomal alpha-glucosidase (Homo sapiens), P10253; AID 2100, 2009; recombinant GAA, glycogen substrate, Amplex Red glucose oxidase fluorescence;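 further: 0% = full enzyme reaction and -100% = no-enzyme basal signal; the screen sought inhibitors and activators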
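Recombinant human alpha-glucosidase (4 nM final) hydrolysed bovine liver glycogen (30 ug) for 40 min at 37 C in pH 5.0 citrate/phosphate with 0.01% Tween-20. Released glucose detected by glucose oxidase/Amplex Red, Ex 573/Em 610 nm. Compounds up to 77 uM; AC50 from Hill fits.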
Active calls of the source: *; ? = inconclusive; nt = no result given; [ ] = dose if it differs, or a comment. Unless noted, the call rests on the fitted dose curve; in most records, active means well fitted curve in the direction sought with a large enough effect; inconclusive means small, poorly fitted or top-dose-only effect, or another doubt; inactive means no such curve, though single readings can be large; an effect the other way counts as inactive or inconclusive. Potency means the concentration at half of the fitted maximal effect. The list is partial, so the mix of outcomes need not match the whole.

SMILES	Epigenetic derep	Tau fluor counter	NPSR antag	GAA inhib	aGlu spleen mod	ALDH1A1 block	aGal spleen mod	GAA glycogen mod
CCCCCC1CCC(C(=O)O)CC1 (stereo unspecified)	-1.9%	-2%	2%[46.1 µM]	-5%	-7%	-4%	-4%	6%
COC(=O)CNC(=O)c1ccc(F)cc1	0.7%	1%	32%	nt	-8%	nt	-8%	-2%
COc1ccc(C(=O)CSc2nnc(COc3ccc(C#N)cc3)n2-c2ccccc2)cc1	0.0%	-10%	1%[46.1 µM]	-5%	-11%	1%	4%	0%
Cc1ccc(Cl)cc1NC(=S)N(CCCN1CCOCC1)Cc1ccco1	6.1%	-1%	-18%	2%	0%	-6%	-1%	-9%
Nc1nc2n(n1)C(c1cccc(Cl)c1)CC(c1ccc(F)cc1)N2 (stereo unspecified)	-0.2%	-16%	-8%[46.1 µM]	-1%	2%	4%	4%	24%
Cc1ccccc1CN1CCN(CC(=O)NCc2ccccn2)C1=O	0.0%	-5%	-5%[46.1 µM]	1%	3%	-7%	3%	2%
CCCCCC(=O)Nc1cccc(C2=NOC3(C2)C[C@@H](C(N)=O)N(C(=O)c2ccc(OC)cc2)C3)c1 (stereo partly specified)	-1.6%	-1%	10%	nt	9%	nt	3%	0%
COc1ccc(/C=C/c2nc3ccccc3n2Cc2ccccc2OC)cc1	1.0%	-16%	-38%	?	19%	?	29%	1%
CC(C)CCn1nnnc1C(c1ccc(F)cc1)N1CCC(C(N)=O)CC1 (stereo unspecified)	-0.7%	-1%	0%[46.1 µM]	-1%	-6%	0%	-3%	-2%
CCC(=O)N1CCc2cc(S(=O)(=O)NCCC(=O)NC3CCCc4ccccc43)ccc21 (stereo unspecified)	-1.1%	-10%	-10%[46.1 µM]	-5%	-7%	1%	-6%	-16%
Cc1ccc(CNc2ccc3c(c2)ncn3C(C)C)cc1	1.1%	-14%	-16%	nt	-14%	nt	-1%	-19%
Cc1ccccc1Cn1nc(C)c(NC(=O)c2cc(-c3ccco3)on2)c1C	?	-9%	-10%	-1%	-19%	?	-6%	6%
Cc1nc2cc(Cl)c(Cl)cc2nc1C	0.0%	-11%	-22%[46.1 µM]	-4%	-4%	-4%	2%	-11%
CCOc1ccc(NC(=O)c2cc(F)c(F)cc2Cl)cc1OCC	0.3%	-13%	-16%	1%	-3%	4%	-9%	-5%
COCCn1c(SCc2cc(=O)n3cc(C)ccc3n2)nc2ccccc2c1=O	2.2%	-4%	13%	-23%	0%	1%	-5%	26%
CSc1nc(-c2ccc(Cl)cc2)nn1S(=O)(=O)c1ccccc1	-1.0%	-19%	-20%	-1%	-13%	?	1%	-8%
COC(=O)c1c(-c2cc(OC)c(OC)c(OC)c2)c2ccc(OCc3ccccn3)cc2c(=O)n1-c1ccc(N)cc1	9.5%	-17%	-7%[46.1 µM]	nt	-6%	30%[activator]	0%	nt
CC1SC(C)C(=O)N(CC(=O)NC2CCCCC2)C1=O (stereo unspecified)	2.2%	1%	1%	-15%	nt	2%	-2%	3%
COc1c(C)cc(Br)cc1C(=O)O	0.9%	1%	-6%[46.1 µM]	-4%	-2%	3%	3%	2%
Cc1ccc(N2C(=O)c3ccccc3C2=O)cc1	-1.8%	2%	7%	nt	2%	nt	5%	3%

Reprinted at random: 2 entries already listed.
SMILES	Epigenetic derep	Tau fluor counter	NPSR antag	GAA inhib	aGlu spleen mod	ALDH1A1 block	aGal spleen mod	GAA glycogen mod
CC(C)CCn1nnnc1C(c1ccc(F)cc1)N1CCC(C(N)=O)CC1 (stereo unspecified)	-0.7%	-1%	0%[46.1 µM]	-1%	-6%	0%	-3%	-2%
COC(=O)CNC(=O)c1ccc(F)cc1	0.7%	1%	32%	nt	-8%	nt	-8%	-2%

(more compounds)
SMILES	Epigenetic derep	Tau fluor counter	NPSR antag	GAA inhib	aGlu spleen mod	ALDH1A1 block	aGal spleen mod	GAA glycogen mod
O=C(NCc1ccccn1)c1ccc(Br)s1	0.0%	-3%	12%[46.1 µM]	-4%	-13%	2%	13%	4%
CCOC(=O)c1cnc(SC2CC(=O)N(c3ccc(OC)c(OC)c3)C2=O)nc1N (stereo unspecified)	5.7%	-1%	-4%[46.1 µM]	0%	1%	?	0%	-6%
CCOC(=O)N1CCC(NC(=O)CCN2C(=O)C3C4C=CC(C4)C3C2=O)CC1 (stereo unspecified)	0.0%	9%	-2%[46.1 µM]	-8%	-4%	-12%	23%	-2%
O=C(Cn1nnc2ccccc2c1=O)NC1CCCc2ccccc21 (stereo unspecified)	0.9%	-2%	-1%[46.1 µM]	4%	2%	0%	1%	-11%
Cc1cc(C)n(CC(=O)n2c(C)c(C)c3ccccc32)n1	-0.8%	-3%	22%[46.1 µM]	-7%	3%	2%	0%	4%
O=C(Nc1ccccc1C(F)(F)F)NC1CCCCCCC1	-9.8%	-10%	-8%[46.1 µM]	-1%	-5%	3%	1%	6%
Cc1nnc2c(NC(C)C)nc3ccccc3n12	-1.9%	-5%	1%[46.1 µM]	2%	-16%	-9%	-1%	4%
C/C(=N\NC(=O)c1c(C)nc2ccccn12)c1ccc(N2CCOCC2)cc1	-1.5%	-2%	-5%	-1%	-2%	-6%	-6%	?
COC(=O)/C=C1\SC(N)=NC1=O	2.1%	-6%	9%	5%	-3%	-1%	1%	10%
Cc1ccc(-c2cc(C(F)F)n3ncc(C(=O)N4CCc5ccccc5C4)c3n2)cc1	-1.1%	-10%	19%	14%	-5%	-6%	-8%	13%
O=[N+]([O-])c1ccc(-c2nc(=S)c3c(o2)CCCC3)cc1	0.0%	-17%	-11%	3%	-4%	?	0%	0%
Cc1ccc(C(=O)NC(=S)Nc2cccc(NC(=O)c3ccccc3)c2)cc1[N+](=O)[O-]	1.5%	?	-17%	0%	-8%	16µM*	-4%	3%
CCc1nnc(NC(=O)CN2CCN(C(=O)c3ccccc3)CC2)s1	-0.1%	5%[2.34 µM]	-7%	6%	-2%	11%	-1%	5%
COC(=O)CSc1cc([N+](=O)[O-])cc2c1c(C1OCCO1)nn2-c1ccccc1	5.9%	-14%	-9%	3%	-5%	1%	-9%	-4%
C=CCN(c1ccccc1C(=O)NCC(=O)O)S(=O)(=O)c1ccccc1C	2.1%	-5%	-1%	3%	4%	2%	-6%	8%
Cc1nnc(N2C(=O)c3oc4ccccc4c(=O)c3C2c2ccco2)s1 (stereo unspecified)	0.0%	0%	-11%[46.1 µM]	2%	-13%	-5%	-2%	-1%
CNC(=S)N/N=C/c1cn(Cc2ccc(C)cc2)c2ccccc12	0.0%	-2%	-12%	-3%	-10%	8%	12%	?
CCOC(=O)CNC(=O)c1ccc(Br)s1	1.1%	-3%	5%	nt	7%	nt	3%	9%
CCn1c(SCC(=O)N/N=C/c2ccc(OC)c(OC)c2)nc2ccccc21	-1.1%	-10%	-19%[46.1 µM]	?	1%	-15%	9%	3%
CS(=O)(=O)N(CC(=O)N1CCCCCC1)c1ccccc1	0.9%	4%	-8%[46.1 µM]	0%	0%	6%	-17%	-2%
Cc1nnsc1S(=O)(=O)Cc1ccccc1C(F)(F)F	-1.1%	-1%	4%	-3%	nt	4%	3%	-6%
CCOC(=O)c1ccc(NC(=S)N2CCSC2c2ccc(Br)cc2)cc1 (stereo unspecified)	0.0%	?	-48%	?	2%	-22%	1%	-5%
Nc1nonc1C(=O)NCCNCc1ccccc1	0.1%	-5%	-2%[46.1 µM]	1%	-12%	0%	16%	5%
Cc1c(CCO)c(=O)n(C)n1C(=O)c1ccc(F)cc1	-2.6%	-3%	-2%[46.1 µM]	-5%	0%	8%	-2%	?
COCCCNC(=O)CCn1c(=O)c2ccccc2n(Cc2cccc([N+](=O)[O-])c2)c1=O	0.1%	-4%	-3%	8%	-5%	-1%	3%	-13%
CC1CC(C)CN(C(=O)/C(=C\c2ccccc2)c2ccccc2)C1 (stereo unspecified)	-1.1%	-1%	-16%	-1%	-7%	-9%	-4%	6%
CC(C)CN1CCN(Cc2nc3ccccc3s2)CC1CCO (stereo unspecified)	-1.0%	-16%	4%	-2%	4%	-3%	1%	-5%
NS(=O)(=O)c1ccc(CNC(=O)CCSCCC(=O)NCc2ccc(S(N)(=O)=O)cc2)cc1	9.7%	-7%	-11%	9%	4%	?	1%	-2%
CCC(=O)Nc1cccc(-c2nc3ccccc3c(=O)o2)c1	2.9%	-11%	-6%[46.1 µM]	-4%	-3%	-4%	2%	4%
C[Si](C)(C/C=C/CC[C@H](O)C1=CCCCC1=O)c1ccccc1	3.4%	0%	nt	nt	4%	3%	7%	nt
c1ccc(CCc2nn3c(Cn4nnc5ccccc54)nnc3s2)cc1	0.0%	-6%	-12%[46.1 µM]	-4%	-3%	3.5µM*	-1%	11%
COc1cc(/C=C(/NC(=O)c2ccc(Cl)cc2Cl)C(=O)O)cc(OC)c1OC	-3.2%	-2%	19%	5%	10%	4%	3%	5%
CN(C)S(=O)(=O)c1ccc(NC(=S)NC(=O)c2ccc(Br)o2)cc1	-0.2%	-25%	6%	-1%	-21%	13µM*	29%	4%
O=C(OCc1cncs1)c1ccccc1	-3.0%	-6%	15%	-8%	1%	8%	6%	4%
Cc1ccc(CC(=O)N2CC(C)OC(C)C2)cc1 (stereo unspecified)	-1.7%	-3%	-6%[46.1 µM]	-10%	-8%	?	7%	9%

Among those listed so far, 2 contain a thiophene ring, fused or not:
SMILES	Epigenetic derep	Tau fluor counter	NPSR antag	GAA inhib	aGlu spleen mod	ALDH1A1 block	aGal spleen mod	GAA glycogen mod
O=C(NCc1ccccn1)c1ccc(Br)s1	0.0%	-3%	12%[46.1 µM]	-4%	-13%	2%	13%	4%
CCOC(=O)CNC(=O)c1ccc(Br)s1	1.1%	-3%	5%	nt	7%	nt	3%	9%
